COUP-TFII inh = NR2F2 transcriptional activity inhibitors, primary screen, cell-based, luciferase reporter, HEK293T, luminescence. HEK293T NGFI-A luciferase reporter. 370,000 compounds, 0.7% hits. inhibition, % at 8.6 µM;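 active = inhibition above a per-plate cutoff, mean inhibition of test wells between control levels plus 3 SD, cut at about 38% in these data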;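 also: cells cotransfected with COUP-TFII expression vector driving the NGFI-A reporter; 0% = median of COUP-TF2 test wells and 100% = reporter-only cells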
Target sequence (P24468 whole entry, looked up): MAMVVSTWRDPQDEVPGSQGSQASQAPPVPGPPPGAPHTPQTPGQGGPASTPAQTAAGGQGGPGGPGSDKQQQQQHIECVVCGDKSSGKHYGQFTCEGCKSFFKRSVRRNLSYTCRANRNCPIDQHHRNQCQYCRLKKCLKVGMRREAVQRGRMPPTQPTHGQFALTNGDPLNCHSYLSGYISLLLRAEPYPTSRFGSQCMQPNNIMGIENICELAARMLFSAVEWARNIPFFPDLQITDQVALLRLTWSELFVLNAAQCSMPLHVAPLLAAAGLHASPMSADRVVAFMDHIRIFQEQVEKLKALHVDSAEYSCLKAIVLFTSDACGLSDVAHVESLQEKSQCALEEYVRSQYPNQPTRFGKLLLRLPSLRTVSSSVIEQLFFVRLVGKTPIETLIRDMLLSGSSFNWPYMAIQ
TROY signal inh = inhibitors of TROY-driven NF-kB signaling, primary screen, Q293 LMP1-TROYcd cells, NF-kB luciferase, uHTS | 360,000 compounds, 0.98% hits | inhibition, % at 10 µM | Q293 LMP1-TROYcd NF-kB luciferase reporter, 4 h | AID 1347056, 2019;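 active = compounds whose plate-normalised and pattern-corrected inhibition of the luciferase reporter signal at the single screening dose is 50% or more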
NCOA3 inh = SRC3 coactivator transcriptional activity inhibitors, primary screen, cell-based, luminescence | HEK293 GAL4-SRC3 luciferase reporter | inhibition, % at 3.6 µM | 360,000 compounds, 0.17% hits | AID 588352, 2011;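 active = inhibition above a per-campaign cutoff, the mean of all compounds plus 3 SD, cut at about 60% in these data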;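 also: 0% = DMSO-treated cells and 100% = gossypol-treated cells at 36 µM; higher means less SRC3-driven luciferase light from the GAL4 reporter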
CF NFkB inh = inhibitors of PAF-induced NF-kB signaling, primary screen, cell-based, GFP fluorescence, uHTS | 360,000 compounds, 0.86% hits | inhibition, % at 5 µM | AID 588850, 2011 | KKLEB NF-kB-GFP reporter, GFP fluorescence overnight;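 active = at least 50% inhibition at 5 µM, scaled per plate between neutral and stimulator controls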;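 also: PAF is a Pseudomonas aeruginosa culture filtrate used as stimulus; plate controls were PAF-stimulated DMSO wells for no effect and unstimulated DMSO wells for full effect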
SRC1 inh = SRC1 coactivator transcriptional activity inhibitors, primary screen, cell-based, luminescence | Nuclear receptor coactivator 1 (Homo sapiens), Q15788 | inhibition, % at 3.6 µM | AID 588354, 2011 | 360,000 compounds, 0.12% hits | HEK293 GAL4-SRC1 luciferase reporter;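 active = inhibition above the campaign mean plus 3 SD, with each screening campaign given its own cutoff, cut at about 60% in these data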;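 also: 0% = DMSO treated cells and 100% = gossypol at 36 µM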
C8 TRAIL sens = viability loss with TRAIL in NB7+C8 cells, primary screen, TRAIL sensitizer project, cell-based, ATPlite luminescence; inhibition (viability loss, TRAIL sensitization), % at 10 µM; 360,000 compounds, 1% hits; AID 624354, 2012;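 active = compounds causing at least 50% loss of cell viability in the single-dose screen, relative to plate controls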
LMP1 NFkB inh = EBV LMP1-driven NF-kappaB luciferase reporter inhibitors, primary screen, cell-based, luminescence, single point; LMP1-induced NF-kappaB luciferase reporter cells; inhibition, % at 12.5 µM; 350,000 compounds, 0.69% hits; in the data active = inhibition above about 41%;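 also: 0% = neutral control wells and 100% = reference inhibitor control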
TWEAK-Fn14 inh = inhibitors of TWEAK-Fn14 signaling, primary screen, luciferase reporter cells, uHTS | TWEAK-stimulated Fn14 reporter cells, luciferase luminescence, 8 h | inhibition, % at 10 µM | 360,000 compounds, 2% hits | AID 1159606, 2016; in the data active = inhibition above about 50%
Shn3 inh set2 = reduction of Shn3 3'UTR firefly luciferase signal, primary screen, Schnurri-3 inhibitor project, cell-based, Clone20 osteoblasts, set 2. Clone20 osteoblast Shn3 3'UTR firefly luciferase, 24 h. inhibition, % at 12.5 µM. 360,000 compounds, 0.52% hits. AID 588674, 2011;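 active = mean inhibition of at least 75% with every replicate also reaching 75%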;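 also: 0% = median of neutral control wells and 100% = pilot-screen positive control compound; some compounds past the cut are filed as inactive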
KKLEB cytotox = cytotoxicity in KKLEB CF airway cells, primary screen, cytotoxicity control for CF NF-kB inhibitor project, cell-based, uHTS, fluorescence assay plates; KKLEB CF airway cells viability, ATPlite luminescence, overnight; stronger effect = lower value; cells stimulated with P. aeruginosa culture filtrate; 360,000 compounds, 0.36% hits; activity change (cytotoxicity), % at 5 µM;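 active = corrected activity change at or below -50% at 5 µM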
LRH-1 inv ag = LRH-1 (NR5A2) inverse agonists, primary screen, cell-based, luminescence, HEK293T, StAR-luciferase reporter. Nuclear receptor subfamily 5 group A member 2 (Homo sapiens), O00482. 360,000 compounds, 0.13% hits. inhibition, % at 3.6 µM. LRH-1 transfected, 24 h;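 active = inhibition above the mean inhibition of all tested compounds plus 3 SD, cut at about 73% in these data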;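 also: 0% = DMSO wells and 100% = reporter-only cells lacking LRH-1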
Target sequence (O00482 whole entry, looked up): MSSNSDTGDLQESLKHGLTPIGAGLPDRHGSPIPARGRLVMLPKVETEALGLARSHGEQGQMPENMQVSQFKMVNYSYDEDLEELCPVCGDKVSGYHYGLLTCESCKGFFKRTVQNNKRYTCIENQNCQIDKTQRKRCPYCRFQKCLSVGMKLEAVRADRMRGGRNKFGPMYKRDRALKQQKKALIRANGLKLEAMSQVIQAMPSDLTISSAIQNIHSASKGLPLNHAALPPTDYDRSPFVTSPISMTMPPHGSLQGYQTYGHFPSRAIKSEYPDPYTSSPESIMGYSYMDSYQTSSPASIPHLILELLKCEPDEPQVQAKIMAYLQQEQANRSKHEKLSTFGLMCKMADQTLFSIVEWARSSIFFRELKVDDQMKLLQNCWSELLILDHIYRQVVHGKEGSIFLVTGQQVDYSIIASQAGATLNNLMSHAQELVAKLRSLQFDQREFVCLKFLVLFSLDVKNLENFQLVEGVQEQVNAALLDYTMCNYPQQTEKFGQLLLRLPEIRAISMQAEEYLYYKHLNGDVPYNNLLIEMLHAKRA
* marks the source's active call; other numbers are inactive results. This is a subset; the hit share may differ from the screen's.

CC(Oc1ccc2c(-c3ccccc3)cc(=O)oc2c1)C(=O)NCCCN1CCOCC1 (stereo unspecified) was read as COUP-TFII inh -12.2, TROY signal inh 1.3, NCOA3 inh 1.0, CF NFkB inh 4.1, SRC1 inh 6.8, C8 TRAIL sens -13.6, LMP1 NFkB inh -2.0, TWEAK-Fn14 inh 2.5, Shn3 inh set2 3.3, KKLEB cytotox -9.3 and LRH-1 inv ag 22.1.
Screening Cc1cccc(N2CCN(C(=O)CCn3c(=O)[nH]c4ccccc4c3=O)CC2)c1C returned COUP-TFII inh 9.9, TROY signal inh -7.2, NCOA3 inh -7.8, CF NFkB inh 10.0, SRC1 inh 3.5, C8 TRAIL sens -3.8, LMP1 NFkB inh 14.5, TWEAK-Fn14 inh 2.1, Shn3 inh set2 16.4, KKLEB cytotox -1.9 and LRH-1 inv ag -14.6.
`Cc1ccc(NS(=O)(=O)c2ccc(C(=O)N3CCCC(C(F)(F)F)C3)cc2)cc1` (stereo unspecified) gave COUP-TFII inh -3.1, TROY signal inh -1.7, NCOA3 inh -6.9, CF NFkB inh 11.3, SRC1 inh 7.8, C8 TRAIL sens 4.1, LMP1 NFkB inh 9.7, TWEAK-Fn14 inh 19.8, Shn3 inh set2 19.5, KKLEB cytotox 2.8 and LRH-1 inv ag 7.0.
`COc1cccc(CC(=O)OCC(=O)N(C)CC(=O)Nc2ccccc2Cl)c1` gave COUP-TFII inh 8.1, TROY signal inh -2.2, NCOA3 inh -34.5, CF NFkB inh 4.1, SRC1 inh -4.2, C8 TRAIL sens -0.4, LMP1 NFkB inh -1.5, TWEAK-Fn14 inh 0.0, Shn3 inh set2 -27.5, KKLEB cytotox -9.7 and LRH-1 inv ag 17.5.
`CCC(=O)Nc1nnc(-c2cccs2)s1` gave COUP-TFII inh -31.1, TROY signal inh -25.1, NCOA3 inh -17.2, CF NFkB inh -20.7, SRC1 inh -72.8, C8 TRAIL sens -5.6, LMP1 NFkB inh -19.3, TWEAK-Fn14 inh -11.9, Shn3 inh set2 -23.2, KKLEB cytotox 17.8 and LRH-1 inv ag -42.5.
Screening CCOC(=O)C1(Cc2ccccc2C)CCCN(C(=O)CCc2cccnc2)C1 (stereo unspecified) returned COUP-TFII inh -23.0, TROY signal inh -18.6, NCOA3 inh 3.2, CF NFkB inh -3.6, SRC1 inh -19.4, C8 TRAIL sens -6.9, LMP1 NFkB inh -12.4, TWEAK-Fn14 inh -25.0, Shn3 inh set2 -7.7, KKLEB cytotox 11.1 and LRH-1 inv ag -17.6.
CCOC(=O)CSc1n[nH]c(NC(=O)c2ccc(F)cc2)n1 was read as TROY signal inh 5.4, NCOA3 inh 4.2, CF NFkB inh 5.6, SRC1 inh -18.3, C8 TRAIL sens 2.7, LMP1 NFkB inh 9.3, TWEAK-Fn14 inh 50.5*, Shn3 inh set2 11.2, KKLEB cytotox 0.0 and LRH-1 inv ag -30.3.
COC(=O)c1ccc2nc(C3CCCCC3)c(Cc3ccccc3)n2c1 was read as COUP-TFII inh 8.9, TROY signal inh -16.3, NCOA3 inh 2.1, CF NFkB inh -1.5, SRC1 inh 6.7, C8 TRAIL sens 9.6, TWEAK-Fn14 inh -1.4, Shn3 inh set2 13.9, KKLEB cytotox -10.1 and LRH-1 inv ag -3.6.
`Cc1cc(NC(=O)CSc2ccc3nnc(-c4ccc(F)cc4)n3n2)no1` gave COUP-TFII inh -3.0, TROY signal inh 21.9, NCOA3 inh -14.4, CF NFkB inh -8.1, SRC1 inh 0.9, C8 TRAIL sens 10.6, LMP1 NFkB inh 13.0, TWEAK-Fn14 inh -11.1, Shn3 inh set2 -3.9, KKLEB cytotox 2.8 and LRH-1 inv ag -18.5.
For Cc1ccc(CSCC(=O)NCc2ccc3c(c2)OCO3)cc1 the results were COUP-TFII inh 4.4, TROY signal inh -0.3, NCOA3 inh 11.3, CF NFkB inh -0.2, SRC1 inh 3.8, C8 TRAIL sens -0.8, LMP1 NFkB inh -4.9, TWEAK-Fn14 inh 6.8, Shn3 inh set2 2.9, KKLEB cytotox 5.0 and LRH-1 inv ag 15.9.
For CCCn1nnc(NC(=O)c2cc(Br)cc(Br)c2OC)n1 the results were COUP-TFII inh -9.4, TROY signal inh 10.9, NCOA3 inh 7.4, CF NFkB inh 1.7, SRC1 inh 4.0, C8 TRAIL sens -1.7, LMP1 NFkB inh 5.8, TWEAK-Fn14 inh 9.8, Shn3 inh set2 10.9, KKLEB cytotox -1.2 and LRH-1 inv ag -7.7.
Nc1nc(SCC(=O)Nc2ncc(Cl)cc2Cl)n[nH]1 was read as COUP-TFII inh 1.6, TROY signal inh -1.9, NCOA3 inh 9.4, CF NFkB inh -13.4, SRC1 inh -86.6, C8 TRAIL sens -1.2, LMP1 NFkB inh -2.7, TWEAK-Fn14 inh -5.4, Shn3 inh set2 8.9, KKLEB cytotox 11.2 and LRH-1 inv ag 1.2.
CC1S/C(=N/N=C2CCCCC2)NC1=O (stereo unspecified) was read as COUP-TFII inh -21.9, TROY signal inh -11.2, NCOA3 inh -12.8, CF NFkB inh 16.0, SRC1 inh -46.8, C8 TRAIL sens -11.6, LMP1 NFkB inh -3.4, TWEAK-Fn14 inh 0.8, Shn3 inh set2 -13.0, KKLEB cytotox 0.2 and LRH-1 inv ag -9.6.
For CCN1CCN(c2ccc(NC(=O)c3ccc([N+](=O)[O-])o3)cc2Cl)CC1 the results were COUP-TFII inh -44.6, TROY signal inh -9.0, NCOA3 inh -5.1, CF NFkB inh 89.2*, SRC1 inh -46.9, C8 TRAIL sens 43.7, LMP1 NFkB inh -37.3, TWEAK-Fn14 inh 23.7, Shn3 inh set2 67.5, KKLEB cytotox -43.5 and LRH-1 inv ag 34.2.
For COc1cccc(NC(=O)c2cnc[nH]2)c1 the results were COUP-TFII inh -11.2, TROY signal inh -18.4, NCOA3 inh -17.9, CF NFkB inh 6.5, SRC1 inh -28.3, C8 TRAIL sens 6.0, LMP1 NFkB inh -4.0, TWEAK-Fn14 inh -14.8, Shn3 inh set2 5.3, KKLEB cytotox 0.5 and LRH-1 inv ag -11.2.
`CN(Cc1cnn(-c2ccc(F)cc2)c1)C(=O)[C@H]1O[C@@H](n2ccc(=O)[nH]c2=O)[C@H](O)[C@@H]1O` gave COUP-TFII inh -5.4, TROY signal inh -3.0, NCOA3 inh 13.9, CF NFkB inh -12.2, SRC1 inh 0.1, C8 TRAIL sens 5.2, TWEAK-Fn14 inh -14.5, Shn3 inh set2 9.3, KKLEB cytotox 7.9 and LRH-1 inv ag -0.4.
For O=C(NNC(=O)c1ccc(Cl)cc1Cl)c1ccc2ccccc2c1 the results were COUP-TFII inh -3.0, TROY signal inh 14.1, NCOA3 inh -2.9, CF NFkB inh -5.5, SRC1 inh -15.5, C8 TRAIL sens 8.6, LMP1 NFkB inh 1.8, TWEAK-Fn14 inh -9.5, Shn3 inh set2 5.0, KKLEB cytotox -3.2 and LRH-1 inv ag -3.7.
Screening Cc1cc(C)nc(Nc2nc3ccccc3s2)n1 returned COUP-TFII inh -21.9, TROY signal inh -76.0, NCOA3 inh -74.7, CF NFkB inh -19.8, SRC1 inh -100.8, C8 TRAIL sens 6.1, LMP1 NFkB inh -32.9, TWEAK-Fn14 inh -5.2, Shn3 inh set2 -90.8, KKLEB cytotox -3.9 and LRH-1 inv ag -33.3.
CCN(CCCNC(=O)C1CCC(=O)N1Cc1ccc(C)cc1)c1cccc(C)c1 (stereo unspecified) was read as COUP-TFII inh 9.7, TROY signal inh 12.7, NCOA3 inh 13.8, CF NFkB inh -5.6, SRC1 inh -2.3, C8 TRAIL sens -6.5, LMP1 NFkB inh 5.1, TWEAK-Fn14 inh -6.9, Shn3 inh set2 5.0, KKLEB cytotox 12.5 and LRH-1 inv ag 17.1.
Screening NS(=O)(=O)c1ccc(NC(=O)COC(=O)C2(c3ccccc3F)CCCC2)cc1 returned COUP-TFII inh 5.2, TROY signal inh -11.9, NCOA3 inh 11.9, CF NFkB inh -5.5, SRC1 inh -26.7, C8 TRAIL sens -0.1, LMP1 NFkB inh -6.0, TWEAK-Fn14 inh 7.4, Shn3 inh set2 23.4, KKLEB cytotox -5.0 and LRH-1 inv ag -14.7.
For Cc1ccc2c(CN(C)Cc3cccc(F)c3)cc(=O)oc2c1C the results were COUP-TFII inh -32.5, TROY signal inh -9.4, NCOA3 inh -105.2, CF NFkB inh -11.2, SRC1 inh 12.9, C8 TRAIL sens 12.1, LMP1 NFkB inh 22.8, TWEAK-Fn14 inh -32.9, Shn3 inh set2 -8.3, KKLEB cytotox -8.7 and LRH-1 inv ag 15.3.
For COCCSc1ccccc1C(=O)Nc1ccccc1C(C)C the results were COUP-TFII inh 8.9, TROY signal inh -13.1, NCOA3 inh 10.3, CF NFkB inh -24.6, SRC1 inh -23.9, C8 TRAIL sens -3.7, LMP1 NFkB inh 6.7, TWEAK-Fn14 inh 0.7, Shn3 inh set2 2.7, KKLEB cytotox 7.0 and LRH-1 inv ag -2.7.
O=C(NCc1ccccc1)C(=O)Nc1nc(C23CC4CC(CC(C4)C2)C3)cs1 was read as COUP-TFII inh 10.0, TROY signal inh 8.6, NCOA3 inh 2.3, CF NFkB inh 1.6, SRC1 inh 9.7, C8 TRAIL sens 30.4, LMP1 NFkB inh -15.5, TWEAK-Fn14 inh 31.5, Shn3 inh set2 49.4, KKLEB cytotox -21.4 and LRH-1 inv ag 12.7.
For COc1ccc(C(=O)NC(=S)NNC(=O)c2ccccc2O)cc1 the results were COUP-TFII inh -2.3, TROY signal inh -44.6, NCOA3 inh 25.4, CF NFkB inh 3.0, SRC1 inh -1.7, C8 TRAIL sens 0.6, LMP1 NFkB inh 10.9, TWEAK-Fn14 inh 3.3, Shn3 inh set2 25.2, KKLEB cytotox -7.1 and LRH-1 inv ag -1.2.
Screening O=[N+]([O-])c1ccc(/C=N/Nc2ccc3ccccc3c2)o1 returned COUP-TFII inh 2.3, TROY signal inh 10.2, NCOA3 inh -27.5, CF NFkB inh -16.8, SRC1 inh -60.1, C8 TRAIL sens 12.6, LMP1 NFkB inh -84.3, TWEAK-Fn14 inh 7.6, Shn3 inh set2 -66.5, KKLEB cytotox -5.6 and LRH-1 inv ag 14.3.
